FXIa inh – human FXIa protease inhibitors, primary screen, biochemical, 1536-well; Coagulation factor XI (Homo sapiens), P03951; purified FXIa, Boc-Glu-Ala-Arg-AMC fluorogenic substrate; inhibition, % at 5 µM; 220,000 tested, 0.14% active;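 active = inhibition of at least 40%; inactive = inhibition below 40%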;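 note: fluorescence of freed AMC excited at 355 nm; 0% = enzyme without compound and 100% = no enzyme blank; many of its hits are not listed in these tables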
Target sequence (P03951 19-387 limits assumed): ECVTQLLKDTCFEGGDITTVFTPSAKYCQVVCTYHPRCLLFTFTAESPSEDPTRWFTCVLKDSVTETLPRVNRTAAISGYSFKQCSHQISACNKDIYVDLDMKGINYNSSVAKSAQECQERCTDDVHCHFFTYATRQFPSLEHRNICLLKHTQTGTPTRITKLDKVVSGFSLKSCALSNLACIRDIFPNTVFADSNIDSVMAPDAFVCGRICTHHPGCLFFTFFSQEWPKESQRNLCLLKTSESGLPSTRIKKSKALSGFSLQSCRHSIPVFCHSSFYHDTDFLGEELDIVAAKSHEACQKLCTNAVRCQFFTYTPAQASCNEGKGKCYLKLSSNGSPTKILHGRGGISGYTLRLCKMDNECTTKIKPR
Target sequence (P03951 388-625 limits assumed): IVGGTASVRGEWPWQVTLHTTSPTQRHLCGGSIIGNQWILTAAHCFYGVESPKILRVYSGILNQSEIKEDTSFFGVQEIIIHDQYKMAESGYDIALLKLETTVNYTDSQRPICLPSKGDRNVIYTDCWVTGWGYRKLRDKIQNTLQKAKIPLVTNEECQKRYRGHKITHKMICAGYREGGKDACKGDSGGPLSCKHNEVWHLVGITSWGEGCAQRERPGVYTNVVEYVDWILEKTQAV
PGE2 EP2 inh – human EP2 receptor antagonists, primary screen, TR-FRET cAMP, C6 glioma cells; Prostaglandin E2 receptor EP2 subtype (Homo sapiens), P43116; C6 glioma cells expressing human EP2; cells stimulated with saturating PGE2; inhibition, % at 25 µM; 260,000 tested, 0.52% active;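 active = percent inhibition above 40 after rounding to a whole number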;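 note: rat C6 glioma host cells with rolipram phosphodiesterase inhibitor present; the protocol text gives 20 µM as final concentration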
Target sequence (P43116 whole entry, looked up): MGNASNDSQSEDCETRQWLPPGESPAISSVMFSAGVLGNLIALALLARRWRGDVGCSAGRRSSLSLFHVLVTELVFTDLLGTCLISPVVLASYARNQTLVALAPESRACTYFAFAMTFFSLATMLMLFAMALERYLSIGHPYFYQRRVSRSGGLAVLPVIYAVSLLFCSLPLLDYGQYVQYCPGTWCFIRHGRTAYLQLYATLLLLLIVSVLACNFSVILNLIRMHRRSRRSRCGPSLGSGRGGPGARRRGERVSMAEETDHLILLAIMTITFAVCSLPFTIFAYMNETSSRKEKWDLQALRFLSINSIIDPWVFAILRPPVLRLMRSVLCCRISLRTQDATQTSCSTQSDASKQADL
zVAD death inh – inhibitors of zVAD-triggered necroptosis, primary screen, L929 cells | L929 zVAD necroptosis rescue, ATP luminescence, 24 h; with zVAD 60 µM | viability rescue, % at 10 µM | 220,000 tested, 0.38% active | AID 1377, 2008;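 active = activation, scaled between plate controls, above about 75%, limit read from the data; inactive = activation under that limit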;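 note: 0% = zVAD with DMSO and 100% = DMSO alone without zVAD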
TbHK1 inh – Trypanosoma brucei hexokinase 1 inhibitors, primary screen, biochemical, G6PDH-coupled NADH absorbance, MLSCN library; hexokinase 1 [Trypanosoma brucei]; inhibition, % at 10 µM; 220,000 tested, 0.11% active; recombinant TbHK1, G6PDH-coupled NADH A340;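 active = inhibition of 50% or more in the single-dose primary screen; inactive = inhibition below 50%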
CHOP inh – inhibitors of CHOP promoter induction, primary screen, cell-based, unfolded protein response, luciferase reporter. CHO-K1 CHOP-promoter luciferase, tunicamycin-induced, 15-18 h. inhibition, % at 10 µM. 220,000 tested, 3.8% active;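 active = compounds that reduced the stress-induced luciferase reporter signal by more than about 70% of percent inhibition, limit read from the data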;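 note: 0% = tunicamycin plus vehicle and 100% = wells without tunicamycin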
FXIIa inh 1536 – human FXIIa protease inhibitors, primary screen, biochemical, 1536-well; Coagulation factor XII (Homo sapiens), P00748; purified FXIIa, Boc-QGR-AMC fluorogenic substrate, 2 h; inhibition, % at 5 µM; 220,000 tested, 0.3% active; AID 800, 2007; in the data active = inhibition above about 40%;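 note: 0% = enzyme with no compound and 100% = blank without enzyme; many of its hits are not listed in these tables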
TNF death inh – inhibitors of TNF-alpha triggered necroptosis, primary screen, cell-based, Jurkat FADD-/-, single concentration | activation (protection from cell death), % at 10 µM | 220,000 tested, 0.068% active | Jurkat FADD-/- TNF necroptosis rescue, ATP luminescence, 24 h; 0 = TNF only, 100 = no-TNF cells;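 active = activation, meaning protection from cell death, of at least 50% relative to plate controls; inactive = activation below 50%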;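 note: necroptosis triggered by 40 ng/mL TNF-alpha added together with compound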
PPC-1+TRAIL kill – compounds killing PPC-1 cancer cells with TRAIL present, primary screen, TRAIL potentiator project, ATPLite luminescence, uHTS. PPC-1 cells + TRAIL, ATPLite viability luminescence. cell killing (% activity), % at 4 µM. 220,000 tested, 0.41% active;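 active = cell killing above 50% in the first pass at 4 µM, then a duplicate retest at 5 µM averaging 50% or more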;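 note: plate controls were cells with TRAIL plus DMSO for no effect and medium-only wells lacking cells for full effect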
Wee1 stabilizer – Wee1 degradation inhibitors, primary screen, cell-based, HeLa, Wee1K328M-luciferase, luminescence. Wee1-like protein kinase (Homo sapiens), P30291. HeLa Luc-Wee1K328M stability; 100% = proteasome inhibitor MG132 effect. reporter increase, % at 5 µM. 220,000 tested, 1.2% active;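 active = activation above the mean of all tested compounds plus 3 SD, set per screening run, cut at about 8.8% in these data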;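 note: cells exposed to compound for 20 h before luminescence read; 0% = DMSO alone and 100% = MG132 at 30 µM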
Numbers without * were called inactive; x = not tested or not shown; & = joins results of further samples. The list is partial. The share of hits here may be higher or lower than overall.

SMILES	FXIa inh	PGE2 EP2 inh	zVAD death inh	TbHK1 inh	CHOP inh	FXIIa inh 1536	TNF death inh	PPC-1+TRAIL kill	Wee1 stabilizer
C1=Nc2c(NCc3ccccc3)ncnc2Oc2ccccc21	-13	16	-0.5	-4	35	8	-2.5	4	-1
O=C(C1CCCN(S(=O)(=O)Cc2ccccc2)C1)N1CCCCC1 (stereo unspecified)	4	6	0.2	2	1	15	-1.9	18	-2
N#Cc1nc(COc2ccc(-c3ccccc3)cc2)oc1NCc1cccnc1	1	17	0.0	-6	62	19	-14	16	2
O=C(CN1CCN(S(=O)(=O)c2ccc(Cl)cc2)CC1)NC(=O)NC1CCCCC1	-20	6	0.9	-7	19	7	-1.3	19	5
CN(Cc1ccccc1)C(=O)c1ccc(Cl)c([N+](=O)[O-])c1	1	14	-0.4	-4	-2	4	3.2	10	0
Cc1cccc(NC(=O)Cn2cnc3c(cnn3-c3ccc(F)cc3)c2=O)c1C	-3	10	1.7	4	21	5	-0.3	16	4
O=C(CN1CC(c2ccccc2)CC1=O)N/N=C/c1cc(Br)ccc1O (stereo unspecified)	7	2	2.8	0	53	-4	-8.2	34	0
Cc1cc(C)n(Cc2ccc(Cl)cc2Cl)c(=O)c1S(=O)(=O)c1ccccc1	2	10	0.1	10	53	4	-4.3	16	-1
O=C1Nc2c(ccc(Cl)c2Cl)C(=O)C1(F)c1ccccc1 (stereo unspecified)	3	5	0.2	-10	-24	12	-1.5	18	-3
CC(NS(=O)(=O)c1ccccc1)C(N)=O (stereo unspecified)	-5	4	-0.2	-3	16	11	-1.0	22	-3
CC(C)=C1C2CCC1C1C(=O)N(c3nc(-c4ccccc4)c(C)s3)C(=O)C21 (stereo unspecified)	4	11	0.2	4	45	12	1.4	-5	-1
O=C(CCC(=O)OCC(=O)c1ccc(-c2ccccc2)cc1)Nc1cccc2cccnc12	-4	7	0.8	-14	28	8	-2.9	-3	0
ClC(/C=N/n1cnnc1)=C/c1ccccc1	-3	5	16	-26	-68	6	-18	12	1
Cc1ccc(SCCNC(=O)c2ccc(CN3CCOCC3)cc2)cc1	-5	7	1.4	-1	14	1	1.0	1	-3
Cc1ccc(Cn2c(NCCCn3ccnc3)nc3c2c(=O)n(C)c(=O)n3C)cc1	1	10	0.1	37	36	13	0.4	7	0
CCSC1=C(C#N)C(=O)n2c1cc1c2CCCC1	6	13&19	1.0	2	31	12	-8.1	19	0
CCc1cccc2c(/C=N/NC(=O)c3cccc(S(=O)(=O)Nc4ccccc4Cl)c3)c[nH]c12	8	7	2.6	-18	26	11	2.4	4	0
NC(=O)C1(N2CCCCC2)CCN(C(=S)Nc2ccccc2)CC1	6	17	0.1	26	0	10	0.6	4	1
CNC(=O)N(c1ccccc1)c1ccccc1	-10	10	0.0	3	2	-7	-2.5	24	1
C/C(=N\OC(=O)c1ccc(C)cc1)c1sc(C)nc1C	-1	8	0.3	22	28	10	-2.4	-16	5
Cc1ccc(-c2nnc(-c3cc(C)on3)o2)cc1	1	5	0.1	-5	10	3	0.2	40	6
CCOC(=O)C1CCN(C(=O)CC2C(=O)N(Cc3ccccc3)C(C)c3nc4ccccc4n32)CC1 (stereo unspecified)	4	3	-0.2	-5	11	14	2.5	-12	0
Cc1ccc(S(=O)(=O)NCC(=O)OCC(=O)Nc2ncc(Cl)cc2Cl)cc1	6	8	0.5	3	24	71*	-0.8	-11	0
CC(C)(C)n1cnc2cc(NCc3cccs3)ccc21	1	8	1.2	7	-25	6	2.2	11	1
CCOC(=O)/C(C#N)=C\c1cc(OC)c(OC)cc1[N+](=O)[O-]	-4	6	4.2	-20	5	1	0.5	3	8
CCn1c(N2CCN(C(=S)NCCc3ccccc3)CC2)nc2ccccc21	12	7	1.0	-8	20	18	-6.9	-2	0
O=C(NC1CCCc2ccccc21)C1CCN(S(=O)(=O)c2cccc3nsnc23)CC1 (stereo unspecified)	-7	x	0.0	17	46	12	-0.3	4	2
Cc1cccc(NC2=NC(C)(C)N=C(N)N2)c1C	4	11	-0.1	-6	-14	11	-2.3	-19	1
CC(C)(C)C(=O)N1CCn2c1nc1ccccc12	6	4	0.0	10	-27	7	1.6	-4	-2
CC(C#N)On1c(SC(C)C#N)nc2ccccc2c1=O (stereo unspecified)	-6	4	0.7	-4	-17	3	-1.5	-14	-2
O=C(Nc1ccc(F)cc1)c1cc(Cl)sc1Cl	32	15	-1.1	11	43	29	-0.4	5	1
COC(=O)CSc1nc(C)c2c(n1)CCCC2	-3	8	6.7	1	19	9	0.1	-6	1
Cn1cnc([N+](=O)[O-])c1SCC(=O)NN	-4	7	-0.6	-7	-5	9	0.2	3	-3
CCCn1c(SCC(=O)c2ccc(CC)cc2)n[nH]c1=O	19	0	0.1	0	10	25	-0.8	-8	-1
COc1ccc2cc(S(=O)(=O)N3CCN(C)CC3)ccc2c1	-1	12	-0.7	-1	57	1	0.3	1	-1
COc1ccc(C(CNC(=O)c2cc3ccccc3cc2OC)N2CCCC2)cc1 (stereo unspecified)	19	x	-0.2	1	-18	26	2.3	9	-3
O=C(O)CNC(=O)CC1S/C(=N/N=C/c2ccccc2O)NC1=O (stereo unspecified)	5	6	-1.0	-52	-7	9	-0.5	2	0
NCCNCCNCCN	2	15	-0.1	-29	-3	7	1.8	6	3
O=S(=O)(NCCc1ccncc1)c1ccc(S(=O)(=O)N2CCCCCC2)cc1	2	5	0.0	3	30	6	-1.3	10	0
CCN(CC)S(=O)(=O)c1cccc(C(=O)NCCCn2ccnc2)c1	-1	6	0.2	-8	15	9	-0.4	2	-1
CCCCn1c(SCC(=O)Nc2cc(C)on2)nc2ccsc2c1=O	-10	3	0.7	-5	28	-1	1.4	5	-1
CCN(CC)S(=O)(=O)c1ccc2c(c1)c(=O)c(C(=O)N1CCN(c3ccccc3)CC1)cn2C	8	17	-0.2	-28	-18	10	1.0	-18	1
O=C(Nc1c2c(nn1-c1ccc(F)cc1)CSC2)c1ccc(S(=O)(=O)N2CCOCC2)cc1	2	6	-0.2	17	29	17	3.3	-33	-3
CC(C)Cc1ccc(C(C)C(=O)OCC(=O)c2c[nH]c3ccccc23)cc1 (stereo unspecified)	-7	7	0.0	14	64	-6	-1.4	30	3
Cc1ccc(NC(=O)NC(=O)CSc2n[nH]c(N)n2)c(C)c1	-6	8	3.6	1	1	3	0.4	12	1
O=C(c1cnc2ccc3ccccc3c2c1)c1cc(F)ccc1O	3	6	-0.4	-4	43	13	-8.5	9	6
O=C(Nc1ccc(F)cc1)Oc1ccccc1N1CCOCC1	0	15	-0.3	-10	5	9	-0.6	4	0
Cn1cnnc1SCc1ccc(F)c2ccccc12	3	5	0.0	3	-5	19	-4.0	19	-5
O=C(O)c1ccc2c(=O)[nH]c(CCl)nc2c1	0	8	0.9	4	-3	4	2.1	-7	5
COC(=O)c1cccc(S(=O)(=O)N2CCN(c3nc4ccccc4s3)CC2)c1	-13	13	0.8	-7	44	7	-0.4	15	1
The list goes on.
SMILES	FXIa inh	PGE2 EP2 inh	zVAD death inh	TbHK1 inh	CHOP inh	FXIIa inh 1536	TNF death inh	PPC-1+TRAIL kill	Wee1 stabilizer
CN(C)NC(=O)C(NC(=O)c1ccc(N)cc1)C12CC3CC(CC(C3)C1)C2 (stereo unspecified)	-1	3	2.1	-7	16	8	2.9	-2	4
CCc1c(C)sc(NC(=O)c2ccccc2[N+](=O)[O-])c1C(N)=O	3	7	0.1	-4	20	14	-0.4	21	3
Cc1cc(NC(=O)c2ccc(F)cc2F)n(-c2nc3ccccc3[nH]2)n1	-9	4	0.5	-2	18	4	0.8	-1	-2
Cc1nc(-c2ccccc2)sc1C(=O)CSc1ccc(Br)cc1	4	13	0.7	-5	57	11	-2.2	-6	-2
COc1ccc(NC(=O)CN2C(=O)C(c3ccccc3)=NC23CCCCCC3)cc1	-1	10	-0.1	10	35	6	-0.5	3	0
CC(NC(=O)Cn1cccc1C(=O)c1ccccc1)c1ccc2c(c1)OCCO2 (stereo unspecified)	0	3	0.4	-18	6	5	0.0	-6	-3
Fc1cccc2ncnc(OCc3ccccc3)c12	1	6	2.9	-6	-2	6	35	-3	8
COc1ccccc1CN1CCNC(=O)C1CC(=O)NCCCn1cccn1 (stereo unspecified)	-4	2	-0.4	6	14	4	-0.7	4	2
COc1cccc(CNC(=O)CCC2CCCN(C(=O)c3cc(C4CC4)[nH]n3)C2)c1 (stereo unspecified)	12	8	1.1	0	-22	10	0.6	4	2
O=C(NC(=O)c1cccc(OC(F)(F)C(F)F)c1)OC1CCS(=O)(=O)C1 (stereo unspecified)	5	2	0.8	1	-17	15	1.7	15	-2
COc1ccc(OCCn2cc(/C=N/NC(=O)c3ccncc3)c3ccccc32)cc1	-1	6	-0.1	-22	-33	8	5.4	19	2
C/C(=N\S(=O)(=O)c1ccc(C)cc1)Nc1cc(C(C)C)c(O)cc1C	21	3	5.8	-3	10	23	3.7	-11	1
COc1ccc2c(c1)C1(Nc3ccccc3-c3nc4ccccc4n31)C(=O)N2 (stereo unspecified)	1	5	3.4	-9	3	6	2.2	17	3
COc1ccc2cc(C3(C)NC(=O)N(CC(=O)Nc4c(C)n(C)n(-c5ccccc5)c4=O)C3=O)ccc2c1 (stereo unspecified)	23	10	2.2	-5	7	19	-2.5	12	0
CC(=O)NC(CCS(C)(=O)=O)C(=O)Nc1ccc2c(c1)OCO2 (stereo unspecified)	-9	11	0.4	-3	-5	-1	0.5	24	3
Clc1ccc(Cl)c2sc(N3CCOCC3)nc12	x	4	1.6	-4	x	x	-1.4	x	-2
O=C(Nc1ccc(SC(F)F)cc1)c1ccc2nccnc2c1	7	7	0.0	-10	x	5	-6.1	0	3
Cc1ccc(OCc2nnnn2-c2ccccc2)cc1	1	5	1.2	0	-1	7	2.2	-1	2
CCc1ccc(OC)c(-c2csc(N)n2)c1	-4	5	3.1	-3	17	7	0.4	9	1
C=CCn1cnc2c(nnn2-c2ccc(C)c(Cl)c2)c1=O	-3	5	0.3	-4	-12	5	-1.5	6	-2
Cc1nc2c3ccccc3nc(NNC(=O)CCC(=O)NC3CCCC3)n2n1	-3	11	3.1	-6	5	9	-0.2	-14	0
COc1ccc(-c2noc(CCCC(=O)Nc3ccc(C(N)=O)cc3)n2)cc1OC	12	8	0.7	-7	7	16	1.5	22	-3

Quoted at random: 4 compounds from above, in no set order.
SMILES	FXIa inh	PGE2 EP2 inh	zVAD death inh	TbHK1 inh	CHOP inh	FXIIa inh 1536	TNF death inh	PPC-1+TRAIL kill	Wee1 stabilizer
O=C(O)CNC(=O)CC1S/C(=N/N=C/c2ccccc2O)NC1=O (stereo unspecified)	5	6	-1.0	-52	-7	9	-0.5	2	0
Cc1cc(C)n(Cc2ccc(Cl)cc2Cl)c(=O)c1S(=O)(=O)c1ccccc1	2	10	0.1	10	53	4	-4.3	16	-1
COc1ccc2cc(S(=O)(=O)N3CCN(C)CC3)ccc2c1	-1	12	-0.7	-1	57	1	0.3	1	-1
O=C(CN1CCN(S(=O)(=O)c2ccc(Cl)cc2)CC1)NC(=O)NC1CCCCC1	-20	6	0.9	-7	19	7	-1.3	19	5
